# West Nile virus CPE = West Nile virus antiviral activity, cell-based, CPE readout (AID 1621); West Nile virus-infected cells, CPE inhibition; higher % means a stronger effect; CPE inhibition, % at 10 µM; hits with a dose series show IC50 in µM; actives 0.02% (n = 290,000); in the data active means a potency from the dose series; inconclusive means CPE inhibition mostly from about 3.7% at the one dose, without a potency; inactive means the rest, 99 in 100 with CPE inhibition below about 2.2%; further: strong numbers were not always called active
# AID2073 = inhibitors of Mint1-CaV2.2 protein interaction, biochemical, HTRF (AID 2073); Voltage-dependent N-type calcium channel subunit alpha-1B (Homo sapiens); HTRF protein-protein interaction, Mint1-CaV2.2; higher % means a stronger effect; inhibition, % at 20 µM, or IC50 in µM where a hit was titrated; actives 0.19% (n = 290,000); in the data active means inhibition mostly above about 51%, no sharp cut-off; inconclusive means no clear call, values can overlap the other calls; inactive means mostly below about 53%; further: some results filed as inactive read as strong as hits
# HIV peptide binding = inhibitors of HIV fusion peptide binding, primary screen, biochemical, uHTS, fluorescence dequenching (AID 1986); cell-free peptide binding, fluorescence dequenching, 30 min; higher % means a stronger effect; inhibition, % at 20 µM; hits with a dose series show IC50 in µM; actives 0.3% (n = 290,000); in the data active means inhibition mostly above about 52%, no sharp cut-off; inactive means mostly below about 76%; further: some results filed as inactive read as strong as hits
# NOD1 inhibition = NOD1 signaling inhibitors, primary screen, cell-based, luminescence, uHTS (AID 1578); NOD1-driven NF-kB luciferase reporter cells, luminescence; higher % means a stronger effect; inhibition, % at 4 µM; hits with a dose series show EC50 in µM; actives 1% (n = 290,000); in the data active means inhibition mostly above about 36%, no sharp cut-off; inactive means mostly below about 34%;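 further: HEK-293T reporter cells stimulated with the NOD1 agonist gamma-tri-DAP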
# Yfh1-off respiration = enhancers of respiration in Yfh1-depleted yeast, dose response, Friedreich's ataxia, plus single-dose screen (AID 1465); actives 0.074% (n = 220,000); one-dose fold induction at 50 µM; EC50 in µM for titrated hits; S. cerevisiae Yfh1-off respiration, WST-1 reduction, 72 h; higher fold induction means a stronger effect;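 active means fold induction of absorbance versus untreated yeast above a set limit, then at least 30% activation at any dose in follow-up; inconclusive means repeats straddling the limit, or above it without dose testing; inactive means fold induction below the set limit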;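 further: activators that raise dye reduction in frataxin-depleted yeast; strong numbers were not always called active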
# NS5 inhibitors = Dengue-2 NS5 methyltransferase inhibitors, primary screen, biochemical, confirmation dose response (AID 588689); Genome polyprotein (Dengue virus type 2 (strain 16681-PDK53)); Dengue-2 NS5 methyltransferase capping enzyme assay, biochemical; higher % means a stronger effect; inhibition, % at 25 µM, or IC50 in µM where a hit was titrated; actives 0.3% (n = 340,000); in the data active means a potency from the dose series; inconclusive means inhibition above about 29% without an active follow-up result
# KOR beta-arrestin-1 = KOR agonists, beta-arrestin recruitment, primary screen, cell-based, luminescence, uHTS (AID 1777) | KOR beta-arrestin recruitment, luminescence; higher % means a stronger effect | activation, % at 10 µM, or EC50 in µM where a hit was titrated | actives 0.02% (n = 280,000); in the data active means activation above about 50%, passing the limit was not always enough; further: a part of the inactive calls stands beside numbers as strong as those of hits
# KOR beta-arrestin-2 = KOR antagonists, beta-arrestin recruitment, cell-based, luminescence, uHTS (AID 1778); Kappa-type opioid receptor (Homo sapiens); KOR beta-arrestin recruitment, luminescence, antagonist mode; higher % means a stronger effect; one-dose inhibition, % at 10 µM; IC50 in µM for titrated hits; actives 0.091% (n = 290,000); further: strong numbers were not always called active
# HEK293 NOD2/NF-kB = NOD2 signaling inhibitors, cell-based, luminescence, uHTS, HEK293 (AID 1566); HEK293 NOD2/NF-kB luciferase reporter, luminescence; higher % means a stronger effect; one-dose inhibition, % at 4 µM; EC50 in µM for titrated hits; actives 0.63% (n = 290,000); further: many of its hits are not listed in these tables
# Numbers without * were called inactive; i = inactive; ? = inconclusive; · = not tested or not shown; [ ] = dose if it differs, or a comment. Unless noted, no stated cut-off is given here; in the data, active means inhibition above about 50%; inactive means the rest. Not all compounds are listed; count on the stated rates, not on these rows.
SMILES,West Nile virus CPE,AID2073,HIV peptide binding,NOD1 inhibition,Yfh1-off respiration,NS5 inhibitors,KOR beta-arrestin-1,KOR beta-arrestin-2,HEK293 NOD2/NF-kB
NC(=O)Cn1cc(C(=O)c2ccccc2F)c2ccccc21,-0.2%,6%,-0.2%,-24%,i,-10%,4.9%,-12%,-15%
CC(C)c1ccc(OCC(=O)N2CCCN(C)CC2)cc1,-0.7%,2%,0.2%,-7%,·,-6%,2.7%,15%,6%
CCC(=NCCCO)c1c(O)n(-c2ccc(OC)cc2)c(=O)[nH]c1=O,-0.1%,-6%,2.1%,-12%,i,5%,-0.9%,6%,-2%
CN1CCN(c2ccc3nccnc3c2)CC1,-0.5%,?,3.0%,-11%,i,-1%,1.1%,-5%,12%
CC(C)(C#CCCCCC#CC(C)(C)[N+](C)(C)C)[N+](C)(C)C,-0.6%,-6%,-1.2%,-4%,·,·,2.8%,6%,10%
C[C@H]1CC[C@@H]2[C@@H](C)[C@H]3[C@H](C[C@H]4[C@@H]5CC=C6C[C@@H](O[C@@H]7O[C@H](CO)[C@H](O)[C@H](O[C@@H]8O[C@H](CO)[C@@H](O)[C@H](O)[C@H]8O)[C@H]7O[C@@H]7O[C@@H](C)[C@H](O)[C@@H](O)[C@H]7O)CC[C@]6(C)[C@H]5CC[C@]34C)N2C1,-1.7%,4%,6.0%,36%,i,-22%,6.3%,-33%,-2%
Cc1cc2ccccn2c1C(C[N+](=O)[O-])c1c(F)cccc1Cl (stereo unspecified),1.6%,15%,0.5%,6%,·,-7%,7.8%,-14%,11%
COC(=O)N1C(c2ccccc2)C1c1ccccc1 (stereo unspecified),-0.6%,0%,-0.1%,-8%,i,·,·,10%[20 µM],30%
Cc1ccc2[nH]c(C)c(CCNCc3ccco3)c2c1,0.0%,2%,-0.6%,-11%,·,-9%,1.9%,-16%,8%
O=C(O)c1c[nH]c2ccc(S(=O)(=O)N(CCCl)CCCl)cc12,0.8%,0%,2.0%,-7%,i,-6%,1.1%,-4%,7%
COc1ccc(C2(C#N)CC[N+](C)(C)CC2)cc1,·,2%,1.2%,-20%,·,2%,-2.2%,12%,13%
CCN1C(=O)NC(=O)/C(=C\c2cn(CC(=O)O)c3ccccc23)C1=O,-0.3%,23%,21%,3%,·,·,-0.9%,-16%,13%
CCOc1ccc(N2C(=O)NC(=O)/C(=C\c3ccc(N4CCOCC4)cc3C)C2=O)cc1,0.4%,13%,16%,6%,i,1%,·,-73%[20 µM],-4%
Cc1ccc2cc(C=C(C#N)C#N)c(Cl)nc2c1,-0.8%,14%,54%,72%*,i,?,6.9%,-44%,-51%
COCCCn1c(N)c(C(=O)OC(C)COC)c2nc3ccccc3nc21 (stereo unspecified),0.5%,34%,-0.4%,-12%,i,-4%,-4.6%,12%,5%
Cc1ncc(CN2CCCC(C(=O)c3sccc3C)C2)s1 (stereo unspecified),-0.9%,-3%,1.0%,-25%,i,-10%,-0.8%,-26%,5%
O=c1[nH]c2c(c(=O)n1C1CCCCC1)CCC2,0.3%,-1%,2.1%,-25%,i,-3%,0.5%,16%,-4%
C[C@H]1CC[C@@H]2N(C1)C[C@H]1[C@@H]3C[C@H]4[C@@H](CC(=O)[C@H]5C[C@@H](O)CC[C@@]54C)[C@@H]3CC[C@H]1[C@]2(C)O,0.1%,18%,-0.1%,-2%,·,-3%,-3.6%,-14%,2%
CCOc1ccc(N2C(=O)NC(=O)/C(=C/c3cnc(SC)nc3)C2=O)cc1,0.2%,18%,7.2%,-3%,i,-16%,4.3%,-33%,3%
CC1CCc2sc3ncnc(N4CCOCC4)c3c2C1 (stereo unspecified),0.9%,0%,-0.7%,6µM*,i,-1%,-5.5%,14%,8.8µM*
COc1ccc(-n2c(O)c(/C=C3\C=Nc4ccccc43)c(=O)[nH]c2=O)cc1,-0.2%,24µM*,i,15%,·,?,1.9%,-101%[20 µM],7%
OC1(c2ccc(F)cc2)CC2CCC(C1)N2Cc1nnnn1C1CCCC1 (stereo unspecified),-1.2%,-8%,14%,2%,i,-2%,-3.5%,35%,-7%
O=C(CNS(=O)(=O)c1cccs1)N1CCC2(CC1)OCCO2,0.3%,-2%,-1.0%,0%,i,-7%,3.0%,-5%,0%
COc1ccccc1CN1CCCC(C(=O)c2ccccc2SC)C1 (stereo unspecified),-0.6%,14%,-1.5%,-32%,i,-7%,·,-2%,4%
O=C(C1CCCO1)N1CCC2(CC1)OCCO2 (stereo unspecified),0.5%,11%,0.0%,15%,i,-14%,-1.9%,-8%,19%
CC(NCc1cccc(Cl)c1Cl)C(O)c1ccccc1 (stereo unspecified),-0.6%,1%,-1.1%,-23%,i,-1%,3.4%,5%,-1%
CC(C)c1onc(C(=O)N2CCC3(CC2)OCCO3)c1[N+](=O)[O-],0.5%,-5%,0.7%,8%,·,1%,-0.3%,-4%,22%
Clc1ccc2c(N3CCNCC3)ccnc2c1,-0.9%,-1%,3.7%,-18%,i,1%,-2.9%,22%,10%
CC1(C)C2CC=C(CN3CCC(O)CC3)C1C2 (stereo unspecified),0.4%,-2%,0.9%,-20%,i,-5%,1.9%,-18%,-12%
CC1=C2[C@@H]3OC(=O)[C@H](C)C3CC[C@@]2(C)C=CC1=O (stereo partly specified),0.0%,5%,-0.3%,-7%,·,-5%,3.9%,12%,4%

# Complete entries, looked up by structure:
# Record of `CC1CCc2sc3ncnc(N4CCOCC4)c3c2C1` (stereo unspecified) : West Nile virus CPE = 0.9%; AID2073 = 0%; HIV peptide binding = -0.7%; NOD1 inhibition = 6µM*; Yfh1-off respiration = i; NS5 inhibitors = -1%; KOR beta-arrestin-1 = -5.5%; KOR beta-arrestin-2 = 14%; HEK293 NOD2/NF-kB = 8.8µM*
# Record of `COCCCn1c(N)c(C(=O)OC(C)COC)c2nc3ccccc3nc21` (stereo unspecified) : West Nile virus CPE = 0.5%; AID2073 = 34%; HIV peptide binding = -0.4%; NOD1 inhibition = -12%; Yfh1-off respiration = i; NS5 inhibitors = -4%; KOR beta-arrestin-1 = -4.6%; KOR beta-arrestin-2 = 12%; HEK293 NOD2/NF-kB = 5%

# Following part:
SMILES,West Nile virus CPE,AID2073,HIV peptide binding,NOD1 inhibition,Yfh1-off respiration,NS5 inhibitors,KOR beta-arrestin-1,KOR beta-arrestin-2,HEK293 NOD2/NF-kB
CCN1CCN(Cc2nnnn2C(C)(C)C)CC1,0.1%,-2%,-2.4%,40%,i,·,-1.8%,-2%,8%
Oc1ccccc1CN(CCc1ccccc1)Cc1ccccc1,-1.3%,12%,-0.8%,3%,·,-4%,8.1%,-10%[20 µM],12%
COc1ccc(OC)c(-n2c(O)c(/C=C3\C=Nc4ccccc43)c(=O)[nH]c2=O)c1,0.0%,22%,15%,13%,·,-21%,-2.6%,-54%,8%
CCC(=NCc1cccnc1)c1c(O)n(-c2ccccc2C)c(=O)[nH]c1=O,-0.3%,-8%,-1.3%,-9%,i,-5%,1.2%,23%,-2%
CC(C)Oc1cccc(C(=O)C2CCCN(Cc3ccon3)C2)c1 (stereo unspecified),-1.3%,10%,1.6%,-26%,i,-4%,-4.4%,-35%,3%
CCC(=NCCO)c1c(O)n(C2CCCCC2)c(=O)[nH]c1=O,0.1%,1%,-0.1%,10%,i,0%,-1.0%,15%,0%
Cc1ccc2c(c1)C1CN(C)CCC1N2C(=O)Cn1nnc(-c2ccccc2F)n1 (stereo unspecified),0.1%,1%,-2.3%,-18%,i,-1%,·,·,-8%
CN1CCN(c2nc3ccccc3c(=O)n2-c2ccccc2)CC1,0.1%,2%,-0.6%,-29%,i,-1%,-1.5%,-4%,3%
CCCN(CC#CCO)CCC,0.1%,46%,-0.5%,-22%,i,-6%,-6.1%,24%,7%
COc1cc2c(cc1OC)CC[N+](C)=C2,-0.2%,?,-0.9%,-11%,i,1%,-2.8%,9%,3%
O=C(c1cc2c(s1)-c1ccccc1OC2)N1CCC2(CC1)OCCO2,·,24%,-1.4%,-43%,·,-5%,-1.6%,-15%,-100%
COc1cccc(N2C(=O)NC(=O)/C(=C\c3cn(C)c4ccccc34)C2=O)c1,-0.9%,34%,165%,14%,·,?,3.8%,-2%,-28%
CCC(=Nc1ccc2c(c1)CCC2)c1c(O)n(-c2ccc(OC)cc2)c(=O)[nH]c1=O,-0.2%,1%,5.1%,-3%,i,0%,-0.4%,39%,22%
O=C1NS(=O)c2cc([N+](=O)[O-])cc([N+](=O)[O-])c21 (stereo unspecified),0.2%,36%,-2.1%,-18%,i,11%,-0.6%,-34%[20 µM],8%
CN1C(=O)C(=Cc2coc3ccccc3c2=O)C(=O)N(C)C1=O,0.3%,0%,10%,0%,i,-13%,-0.3%,39%,13%
CCOC(=O)C1=C(C)OC(N)=C(C#N)C12C(=O)Nc1ccc(C)cc12 (stereo unspecified),0.0%,-1%,0.1%,0%,i,-1%,-5.3%,-18%,3%
CC1(C)CN(S(=O)(=O)OCC(Cl)(Cl)Cl)C(=O)N1,-0.2%,7%,0.6%,5%,·,7%,-4.8%,3%[20 µM],1%
CC(C)CNc1c2c(nc3ccccc13)CCC2,-1.9%,13%,-0.3%,11%,·,-6%,-3.2%,10%,25%
N#Cc1ccc(Cl)cc1NC(=O)CSc1nc2nc(-c3cccs3)cc(C(F)(F)F)c2c(=O)[nH]1,0.1%,22%,2.6%,5.6µM*,i,·,1.3%,0%,8.4µM*
Cc1cc(/C=C2\SC(=S)N(C)C2=O)c(C)n1-c1ccc(O)cc1,-0.4%,-1%,15%,9.5µM*,i,-76%,2.8%,8%,0.57µM*

# 4 of the compounds above, field by field.
smiles: Cc1ncc(CN2CCCC(C(=O)c3sccc3C)C2)s1 (stereo unspecified)
  West Nile virus CPE = -0.9% | AID2073 = -3% | HIV peptide binding = 1.0% | NOD1 inhibition = -25% | Yfh1-off respiration = i | NS5 inhibitors = -10% | KOR beta-arrestin-1 = -0.8% | KOR beta-arrestin-2 = -26% | HEK293 NOD2/NF-kB = 5%
smiles: O=c1[nH]c2c(c(=O)n1C1CCCCC1)CCC2
  West Nile virus CPE = 0.3% | AID2073 = -1% | HIV peptide binding = 2.1% | NOD1 inhibition = -25% | Yfh1-off respiration = i | NS5 inhibitors = -3% | KOR beta-arrestin-1 = 0.5% | KOR beta-arrestin-2 = 16% | HEK293 NOD2/NF-kB = -4%
smiles: C[C@H]1CC[C@@H]2N(C1)C[C@H]1[C@@H]3C[C@H]4[C@@H](CC(=O)[C@H]5C[C@@H](O)CC[C@@]54C)[C@@H]3CC[C@H]1[C@]2(C)O
  West Nile virus CPE = 0.1% | AID2073 = 18% | HIV peptide binding = -0.1% | NOD1 inhibition = -2% | Yfh1-off respiration = · | NS5 inhibitors = -3% | KOR beta-arrestin-1 = -3.6% | KOR beta-arrestin-2 = -14% | HEK293 NOD2/NF-kB = 2%
smiles: CCOc1ccc(N2C(=O)NC(=O)/C(=C/c3cnc(SC)nc3)C2=O)cc1
  West Nile virus CPE = 0.2% | AID2073 = 18% | HIV peptide binding = 7.2% | NOD1 inhibition = -3% | Yfh1-off respiration = i | NS5 inhibitors = -16% | KOR beta-arrestin-1 = 4.3% | KOR beta-arrestin-2 = -33% | HEK293 NOD2/NF-kB = 3%

# Source: PubChem BioAssay
